HBB splice mod – hemoglobin beta splicing modulation. HBB splicing reporter cell assay, activation; EGFP reporter with mutant IVS2-654 intron; response scale: normalised to 500 nM splice-correcting PNA. Potency, µM (titrated, usually from 46.1 µM), for the others: at the highest dose activation, usual class: activators. 65,000 tested, 0.06% active; also: potency is read from the fitted curve at half-maximal effect; 0% is about no effect
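HeLa cells stably expressing EGFP interrupted by mutant beta-globin intron 2 (IVS2-654), 500/well in 2% FCS. Treated with compound for 2 days at 37C. Splicing correction scored as total well GFP intensity (488 nm excitation, 500-520 nm emission); 500 nM antisense PNA served as control.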
DNA Pol III inh – inhibitors of bacterial DNA polymerase III holoenzyme | reconstituted DNA polymerase III holoenzyme replication, biochemical | 71,000 tested, 0.25% active | Potency, µM (series often up to 57.1 µM), without a hit: top-dose activity change, negative = inhibition; also: potency is read from the fitted curve at half-maximal effect; % is scaled to controls: 0 for no effect and ±100 for the full control effect
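Reconstituted *E. coli* holoenzyme (0.35 nM Pol III, 1 nM beta, 154 nM SSB, 2 nM primase) was preincubated with compound for 15 min at RT. Synthesis on 1.4 nM ssM13Gori ran 35 min, then was stopped with PicoGreen/EDTA and read as dsDNA fluorescence.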
Luciferase inh – blocks Photinus pyralis firefly luciferase activity | P08659 | purified firefly luciferase, luminescence, 8 min | Potency, µM (top dose mostly 57.1 µM), for inactives: at the top dose activity change, negative = inhibition, actives largely listed as inhibitors | 72,000 tested, 2.2% active | AID 411; also: potency is read from the fitted curve at half-maximal effect; % is scaled to controls: 0 for no effect and ±100 for the full control effect; nearly all actives have a fitted effect of over 40% in size
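Compounds were tested as concentration series (qHTS) against purified P. pyralis luciferase with luciferin and 10 uM ATP in 50 mM imidazole pH 7.2, 50 mM KCl, 7 mM MgCl2, 0.01% Tween 20, 0.05% BSA. Luminescence was read after 8 min at ambient temperature.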
TexasRed autofl – compound fluoresces in the Texas Red spectral region; Compound fluorescence, Texas Red channel, 547/618 nm; active compounds read high; max dye-equivalent concentration, M; 59,000 tested, 0.06% active; AID 587; in the data active = max dye-equivalent concentration above about 10 nM; inconclusive = between about 1.1 nM and that limit
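Dye-equivalent concentrations come from scaling compound signal (ex 547, em 618 nm) to six Texas Red standard concentrations run on every plate, after 15 min room-temperature incubation in pH 8.0 Tris (100 mM).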
15-hLO inh – blocks human 15-lipoxygenase activity; P16050; purified 15hLO-1, xylenol orange hydroperoxide absorbance; Potency, µM (series often up to 57.1 µM), for the others: at the highest dose activity change, negative = inhibition, actives largely listed as inhibitors; 74,000 tested, 1.4% active; also: potency is read from the fitted curve at half-maximal effect; % is scaled to controls: 0 for no effect and ±100 for the full control effect; nearly all actives have a fitted effect of over 55% in size
Target sequence (P16050 whole entry, looked up): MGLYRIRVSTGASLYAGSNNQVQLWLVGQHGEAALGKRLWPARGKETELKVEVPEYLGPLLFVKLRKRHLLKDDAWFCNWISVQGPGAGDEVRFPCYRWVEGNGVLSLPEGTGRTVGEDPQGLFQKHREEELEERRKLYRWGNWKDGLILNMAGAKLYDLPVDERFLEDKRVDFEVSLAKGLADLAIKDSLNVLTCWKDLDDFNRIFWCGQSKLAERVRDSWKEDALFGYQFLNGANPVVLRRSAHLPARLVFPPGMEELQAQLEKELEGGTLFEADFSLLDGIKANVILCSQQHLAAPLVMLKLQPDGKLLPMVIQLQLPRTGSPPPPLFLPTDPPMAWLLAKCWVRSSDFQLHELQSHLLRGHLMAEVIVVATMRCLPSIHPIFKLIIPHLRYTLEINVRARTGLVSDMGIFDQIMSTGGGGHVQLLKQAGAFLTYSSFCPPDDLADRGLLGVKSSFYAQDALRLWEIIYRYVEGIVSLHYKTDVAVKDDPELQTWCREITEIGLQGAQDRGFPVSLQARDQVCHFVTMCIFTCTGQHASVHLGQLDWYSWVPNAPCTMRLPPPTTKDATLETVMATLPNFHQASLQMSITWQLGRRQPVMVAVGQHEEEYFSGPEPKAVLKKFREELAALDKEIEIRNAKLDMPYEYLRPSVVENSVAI
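Purified human 15hLO-1 (40 nM final) in 25 mM Hepes pH 7.5, 0.01% Triton X-100 was preincubated with compound 15 min at room temperature, then reacted 6 min with 50 uM arachidonic acid; hydroperoxide detected by Fe-XO, 573/405 nm absorbance ratio.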
Rhodamine fluor – compound fluoresces in the rhodamine spectral region | max dye-equivalent concentration, M | Rhodamine-region fluorescence, 547/598 nm, Tris buffer; active compounds read high | 59,000 tested, 0.05% active; in the data active = max dye-equivalent concentration above about 11 nM; inconclusive = between about 1.1 nM and that limit
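Steps: pin-transfer compounds into pH 8.0 Tris (100 mM), hold 15 min at room temperature, image with a 547/598 nm filter pair, and convert intensities to rhodamine-equivalent concentration using a six-point on-plate rhodamine series.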
CRE-bla Fsk – alters forskolin-stimulated CRE reporter signaling in CHO cells; CHO CRE-bla reporter (cAMP response element driving beta-lactamase), forskolin EC10, beta-lactamase ratio; Potency, µM (series often up to 38.2 µM), without a hit: at the highest dose activity change, negative = inhibition, hits mostly activators; 71,000 tested, 2.5% active; AID 662; active = well fitted activation curve with a large enough effect in the signal ratio, with a control signal flat, not every such curve was filed as active; inconclusive = small, poorly fitted or top-dose-only effect, or effect the other way, or a change in a side signal; the % refers to the signal ratio; also: potency is read from the fitted curve at half-maximal effect; % of control where 0% means no effect
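AC50 values, positive or negative, reflect shifts in EC10 NKH 477-induced CRE-bla reporter activity in CHO cells. Incubation lasted 3 h at 37 °C before CCF4 substrate (2 h, room temperature) and ratiometric 460/530 nm reading.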
HADH2 inh – inhibitors of human HADH2 dehydrogenase; recombinant HADH2, NADH fluorescence, beta-hydroxybutyryl-CoA; 73,000 tested, 3.4% active; AID 886; Potency, µM (highest dose often 57.1 µM), without a hit: top-dose activity change, negative = inhibition, actives largely listed as inhibitors; Q99714; also: potency is read from the fitted curve at half-maximal effect; % is scaled to controls: 0 for no effect and ±100 for the full control effect; nearly all actives have a fitted effect of over 60% in size; many of its hits are not listed in these tables
Target sequence (Q99714 whole entry, looked up, one chain of several): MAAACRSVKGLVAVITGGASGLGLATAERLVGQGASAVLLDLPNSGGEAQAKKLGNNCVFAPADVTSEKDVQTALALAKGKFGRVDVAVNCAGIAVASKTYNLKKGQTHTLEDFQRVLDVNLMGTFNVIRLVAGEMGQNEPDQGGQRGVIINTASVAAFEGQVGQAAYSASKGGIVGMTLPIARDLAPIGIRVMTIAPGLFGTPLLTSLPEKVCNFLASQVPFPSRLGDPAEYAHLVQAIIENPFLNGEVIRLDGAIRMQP
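E. coli-expressed His-tagged HADH2 tested at 20 nM in alkaline Tris buffer (pH 9.0); oxidation of 90 uM beta-hydroxybutyryl-CoA with 1 mM NAD+ tracked fluorimetrically for 4 min.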
ERK AVP inh – vasopressin-driven ERK pathway inhibition. Potency, µM (series often up to 57.5 µM), without a hit: top-dose activity, negative = inhibition, hits mostly inhibitors. HEK293-V1b, vasopressin-stimulated pERK AlphaScreen. 72,000 tested, 0.99% active. AID 995; also: potency is read from the fitted curve at half-maximal effect; % is scaled to controls: 0 for no effect and ±100 for the full control effect; nearly all actives have a fitted effect of over 55% in size
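qHTS, compounds titrated on V1b-expressing HEK293 cells. Preincubation 30 min at 37C, vasopressin 25 nM for 5 min, lysis 10 min, bead incubation 5 hr at room temperature.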
Hsp90 Hop PPI – changes Hsp90-Hop TPR2A binding signal, up or down; Potency, µM (top dose mostly 57 µM), for the others: at the top dose activity change, negative = inhibition; AID 595; 71,000 tested, 0.44% active; AlphaScreen TPR2A-His6 binding biotin-Hsp90 C-terminal peptide; active = well fitted curve in either direction with a large enough effect; inconclusive = small, poorly fitted or top-dose-only effect, or another doubt; also: potency is read from the fitted curve at half-maximal effect; % is scaled to controls: 0 for no effect and ±100 for the full control effect; many of its hits are not listed in these tables
Tau fil binding – binders of human tau filaments. recombinant tau filaments, thioflavin S fluorescence, 15 h; filaments grown with octadecylsulfate alongside compound. Potency, µM (titrated, usually from 57.1 µM), for the others: at the highest dose activity change, negative = inhibition. 71,000 tested, 2% active;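 also: potency is read from the fitted curve at half-maximal effect; % is scaled to controls: 0 for no effect and ±100 for the full control effect; actives lower thioflavin S fluorescence by blocking filaments or displacing dye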
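Thioflavine S fluorescence (ex 450, em 510 nm) reports filaments formed from 1 uM human tau plus 30 uM ODS over 15 h at 37 C (10 mM HEPES pH 7.4, 100 mM NaCl, 5 mM DTT); compounds displacing dye or blocking filaments lower signal.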
* marks the source's active call; other numbers are inactive results; i = inactive; u = inconclusive; x = no result given; [ ] = remark or other dose. Unless noted, calls follow the shape of the dose curve; as a rule, active = well fitted curve in the direction sought with a large enough effect; inconclusive = small, poorly fitted or top-dose-only effect, or another doubt; inactive = no such curve, though single readings can be large; an effect the other way counts as inactive or inconclusive. Only part of the results is shown; rates above refer to the full screens.

SMILES | HBB splice mod | DNA Pol III inh | Luciferase inh | TexasRed autofl | 15-hLO inh | Rhodamine fluor | CRE-bla Fsk | HADH2 inh | ERK AVP inh | Hsp90 Hop PPI | Tau fil binding
CCOC(=O)N1CCN(C(=O)c2ccccc2N(C)S(C)(=O)=O)CC1 | -1.4% | -1% | 1% | i | 1% | i | 1% | -7% | -8% | -2% | -12%
CCSCc1nnc(SCC(=O)Nc2nc3ccccc3s2)n1C | -0.1% | -9% | -1% | i | 2% | i | -6% | 0% | -16% | -3% | 8%
CCN(CC)CCCN1C(=O)C(O)=C(C(=O)c2sc(C)nc2C)C1c1ccco1 (stereo not given) | 4.0%[0.369 µM] | 0% | 1% | i | 1% | i | -3% | -3% | -4% | 2% | 6%
CC(C)CNC(=O)COc1ccc2c3c(c(=O)oc2c1)CCC3 | 0.0% | -2% | -1% | u | -8% | i | 18% | u | -26% | -5% | 10%
O=C(COC(=O)Cn1cnc2ccccc21)NCCC1=CCCCC1 | -2.7% | -3% | -35% | i | 16% | i | u | -9% | -11% | -1% | -2%
CCN1CCCC1CNc1ncnc2c1[nH]c1ccc(F)cc12 (stereo not given) | -0.9%[57.5 µM] | -5% | -1% | u | -8% | i | u | -27% | -12% | -10% | -4%
Cc1ccc(N(CC(O)COCc2ccco2)S(=O)(=O)c2ccc(C)cc2)cc1 (stereo not given) | -0.3%[57.5 µM] | -5% | 2% | i | -16% | i | -14% | -7% | -19% | -4% | -4%
Nc1c(S(=O)(=O)c2ccccc2)c2nc3ccccc3nc2n1/N=C/c1cccc(O)c1 | 7.1%[0.369 µM] | 1% | 0% | i | u | i | 3% | u | -19% | 7% | 46%
Cc1ccc(-c2nnc(N3CCN(C(=O)CSc4ncn[nH]4)CC3)c3ccccc23)cc1 | -1.4% | -5% | -1% | i | -4% | i | 10% | 12% | 0% | -7% | 5%
Cn1c(C(=O)NCc2ccccn2)cc2c(=O)n3ccccc3nc21 | -0.7% | -3% | -8% | i | 2% | i | 2µM* | 16µM* | 4% | -1% | 4%
COc1ccccc1NC(=O)CS(=O)(=O)c1cccc2nsnc12 | -1.7% | -12% | 0% | i | 4% | i | u | -4% | 4% | -5% | -24%
Cc1cnc(NC(=O)CSc2nnc(-c3ccccc3)o2)s1 | 0.0% | -7% | -23% | u | 0% | i | -20% | 4% | u | -2% | 2%
Cc1ccc(S(=O)(=O)N2Cc3ccccc3CC2C(=O)Nn2cnnc2)cc1 (stereo not given) | -0.5% | -1% | 2% | u | 3% | i | -7% | 1% | 6% | 1% | 9%
COc1ccc(Nc2cc(C(=O)NCCCN3CCN(C)CC3)c3ccccc3n2)cc1 | -1.3% | -1% | -13% | u | -6% | i | 0% | -6% | 2% | -7% | u
COC(=O)c1oc2ccccc2c1NC(=O)CN1CCCC1 | 0.2%[57.5 µM] | -4% | -8% | u | 3% | i | 19% | 1% | -22% | 0% | 3%
c1ccc(COn2nnc3ccccc32)c(COn2nnc3ccccc32)c1 | 0.5% | -5% | 0% | i | -14% | i | u | 4% | -26% | 7% | 5%
Cc1cccc(CNc2ccnc(-c3ccc(C(=O)N(C)C)cc3)n2)c1 | -0.4% | -6% | 0%[2.29 µM] | i | -5% | i | u | 6% | u | -1% | 8%
CCOC(=O)c1cc(NC(=O)NCc2ccco2)c(C)nc1C | 4.1% | -7% | 1% | i | 8% | i | u | 0% | -10% | 0% | -6%
COc1cccc(C(c2nnnn2CCc2ccccc2)N2CCN(c3ccccc3)CC2)c1OC (stereo not given) | x | -3% | 2% | i | 2% | i | 10% | 4% | 13% | -10% | -8%
COc1ccccc1-c1nnc(SCC(=O)Nc2c(Cl)cccc2Cl)o1 | -0.3%[57.5 µM] | -4% | 0% | u | 9% | i | -12% | -7% | 4% | 1% | 5%
Cc1cccc(OCC(=O)Nc2ccc3c(c2)OCO3)c1C | -3.3% | 4% | -9% | x | -4% | x | -3% | -13% | -11% | 1% | 1%
CCN(CC)CCNC(=O)C1c2cc(OC)c(OC)cc2C(=O)N2CCc3ccccc3C12 (stereo not given) | 0.1% | -2% | -2% | i | 0% | i | 4% | 11% | 24% | -3% | 2%
COc1ccc2cc3cc(C(=O)Nc4ccccc4N4CCN(C)CC4)oc3nc2c1 | -1.7% | -11% | 6% | i | 3% | i | u | -8% | 12% | -6% | 26%
O=C(NC1CC2CCC1C2)c1ccc(CN2CCOCC2)cc1 (stereo not given) | -1.0% | -1% | -3% | i | 7% | i | -6% | -5% | -13% | -2% | -10%

Shown with each value named: part of the list above
Cc1ccc(N(CC(O)COCc2ccco2)S(=O)(=O)c2ccc(C)cc2)cc1 (stereo not given)
  HBB splice mod: -0.3%[57.5 µM]; DNA Pol III inh: -5%; Luciferase inh: 2%; TexasRed autofl: i; 15-hLO inh: -16%; Rhodamine fluor: i; CRE-bla Fsk: -14%; HADH2 inh: -7%; ERK AVP inh: -19%; Hsp90 Hop PPI: -4%; Tau fil binding: -4%

Nc1c(S(=O)(=O)c2ccccc2)c2nc3ccccc3nc2n1/N=C/c1cccc(O)c1
  HBB splice mod: 7.1%[0.369 µM]; DNA Pol III inh: 1%; Luciferase inh: 0%; TexasRed autofl: i; 15-hLO inh: u; Rhodamine fluor: i; CRE-bla Fsk: 3%; HADH2 inh: u; ERK AVP inh: -19%; Hsp90 Hop PPI: 7%; Tau fil binding: 46%

Additional entries
SMILES | HBB splice mod | DNA Pol III inh | Luciferase inh | TexasRed autofl | 15-hLO inh | Rhodamine fluor | CRE-bla Fsk | HADH2 inh | ERK AVP inh | Hsp90 Hop PPI | Tau fil binding
O=C(CSc1ncnc2c1cnn2-c1ccccc1)Nc1ccc2c(c1)OCO2 | 4.9%[0.369 µM] | -2% | 0% | i | 9% | i | 18% | -2% | 9% | -1% | -6%
N#CC1(O)CCCCC1 | 0.5% | -1% | x | x | -4% | x | -5% | 10% | 1% | -2% | 10%
CCC(O)CNc1nc(-n2nc(C)cc2C)nc2sc3c(c12)CCCC3 (stereo not given) | 3.2%[0.369 µM] | 0% | 3% | i | 18% | i | 0.79µM* | -4% | -4% | -2% | -11%
NC(=O)c1ccccc1NC(=O)CN1CCOCC1 | -1.7% | -6% | 3% | i | 5% | i | u | -2% | -19% | 0% | 10%
CC(C)[C@@H](CC(=O)N[C@@H]1CCNC[C@H]1C(=O)N[C@H](CC(=O)N[C@@H](CCC(=O)O)CC(=O)O)Cc1c[nH]c2ccccc12)NC(=O)C[C@H](Cc1c[nH]c2ccccc12)NC(=O)[C@@H]1CCCC[C@H]1N | -0.7% | -4% | x | x | x | x | -12% | 5% | x | -11% | -5%
CCOC(=O)CCN1C(=O)[C@H]2[C@H]3[C@H](O)[C@H](O)C/C(=N/OC[C@@H](O)COCc4ccco4)[C@@H]3CC[C@@H]2C1=O | 0.3%[9.22 µM] | x | 1%[11.4 µM] | x | 8%[11.4 µM] | x | x | -9%[11.4 µM] | 20%[11.5 µM] | x | x
COc1ccc2cc(C(=O)OC(C)C)sc(=O)c2c1OC | -4.7% | -2% | -6% | i | -15% | i | u | 4% | u | 0% | -15%
CS(=O)(=O)N1CCC[C@@]2(CCN(c3ccncc3)C2)C1 | 0.8% | 2% | 3%[11.4 µM] | i | 11% | i | -5% | 7% | -8% | 0% | 10%
CCOC(=O)CC(C(=O)OCC)P(=O)(c1ccccc1)c1ccccc1 (stereo not given) | 1.5% | -1% | 2% | x | 6% | x | -2% | 8% | 16% | u | 0%
Cc1ccc(C(=O)CC(C(=O)O)n2ccc(C)n2)cc1 (stereo not given) | 0.8% | -4% | 2% | i | -7% | i | u | -5% | -2% | 0% | 7%
Cc1cc(OCC(=O)O)c2cccc(C)c2n1 | -0.7% | -3% | 4% | i | -2% | i | -13% | 3% | 16% | -2% | 14%
CCOc1ccc(S(=O)(=O)n2nnc3ccccc32)cc1C | 3.3% | -1% | 4% | i | -1% | i | -5% | 3% | -10% | 1% | -1%
CCOc1ccc2[nH]c(=O)c(CN(C(=O)N3CCOCC3)C3CC3)cc2c1 | x | -2% | 1% | i | -4% | i | -4% | -19% | -16% | -4% | -4%
CCc1cc(Br)ccc1NC(=O)C1CCCO1 (stereo not given) | 10% | -4% | 4% | i | -2% | i | 10% | 7% | 36%[activator] | u | -4%
